Bcl-XL Bim block: inhibitors of Bim-Bcl-XL interaction, human. inhibition, % at 10 µM. Bim peptide-Bcl-XL binding, bead flow cytometry, fluorescence. AID 1007. hit rate 0.04% among 190,000
Target sequence (Q07817 whole entry, looked up): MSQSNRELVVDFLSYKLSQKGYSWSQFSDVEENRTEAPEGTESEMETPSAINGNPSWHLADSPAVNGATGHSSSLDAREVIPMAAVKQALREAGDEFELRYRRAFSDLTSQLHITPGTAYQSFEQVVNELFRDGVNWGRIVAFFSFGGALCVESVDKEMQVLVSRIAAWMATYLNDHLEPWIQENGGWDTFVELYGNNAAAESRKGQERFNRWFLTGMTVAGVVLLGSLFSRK
Bim-Bcl-2: human Bim-Bcl-2 interaction inhibition; Bead-based flow cytometry, Bim peptide-Bcl-2 binding; inhibition, % at 10 µM; hit rate 0.06% among 190,000; AID 950; in the data active = inhibition above about 40%; inconclusive = no clear call, values can overlap the other calls;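 note: 0% = no compound wells with probe peptide and 100% = reference peptide inhibitor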
Target sequence (P10415 whole entry, looked up): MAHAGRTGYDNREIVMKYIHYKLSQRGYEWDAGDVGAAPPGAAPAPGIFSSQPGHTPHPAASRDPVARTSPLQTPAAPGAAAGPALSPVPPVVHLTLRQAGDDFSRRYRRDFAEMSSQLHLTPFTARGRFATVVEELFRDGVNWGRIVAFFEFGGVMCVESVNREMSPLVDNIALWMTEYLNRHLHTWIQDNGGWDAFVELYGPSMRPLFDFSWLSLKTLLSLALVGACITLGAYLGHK
RGS4-Gao reg: modulates binding of RGS4 to human Galphao | P09471 | Multiplexed bead flow cytometry; actives lie on both sides | binding response (% of control), % at 10 µM | hit rate 0.33% among 220,000; in the data active = binding response below about 49% or above about 150%; inactive = in between;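 note: fluorescent Galphao activated with aluminum fluoride binding bead-coupled RGS4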
Target sequence (P09471 whole entry, looked up): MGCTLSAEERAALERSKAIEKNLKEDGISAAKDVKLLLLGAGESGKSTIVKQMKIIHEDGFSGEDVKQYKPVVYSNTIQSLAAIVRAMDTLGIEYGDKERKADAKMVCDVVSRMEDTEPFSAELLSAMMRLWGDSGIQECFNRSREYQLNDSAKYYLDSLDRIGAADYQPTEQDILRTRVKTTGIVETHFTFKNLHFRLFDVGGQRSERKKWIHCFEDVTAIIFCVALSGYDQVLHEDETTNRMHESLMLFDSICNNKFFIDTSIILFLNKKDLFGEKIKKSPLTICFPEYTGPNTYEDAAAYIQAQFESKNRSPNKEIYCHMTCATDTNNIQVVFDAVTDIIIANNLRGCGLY
ABCG2 inh: inhibitors of human ABCG2 transporter, ABCB1 counter-screen; hit rate 0.1% among 190,000; IgMXP3 cells, JC-1 efflux, flow cytometry; AID 1325; inhibition, % at 6.6 µM;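 active = inhibition above 80%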;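 note: 0% = DMSO and 100% = nicardipine control wells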
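Assay system – ABCG2 IgMXP3 and barcoded ABCB1 CCRF-Adr cell mix · Input – 3 million cells/mL in well · Reagent – JC-1 fluorescent substrate · Compound – single test compound dose, 6.6 µM final · Timing – 10 min exposure at 25 °C with rotation, no wash · Detection – flow cytometry of retained JC-1 fluorescence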
Bfl-1 Bim block: inhibitors of Bim-Bfl-1 interaction, human; inhibition, % at 10 µM; Bead-based flow cytometry, Bim-Bfl-1 binding inhibition; hit rate 0.12% among 190,000; Q16548; AID 1008;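 note: 0% = wells without compound plus tracer and 100% = blocker peptide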
RGS7-Gao reg: human RGS7-Galphao interaction regulation; P09471; Multiplexed bead flow cytometry, RGS7-Galphao binding; actives lie on both sides; binding response (% of control), % at 10 µM; hit rate 0.35% among 220,000; in the data active = binding response below about 49% or above about 150%; inconclusive = no clear call, values can overlap the other calls; inactive = in between;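 note: fluorescent Galphao held in activated GDP-AlF4 state binding bead-coupled RGS7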
GSH bead fluor: compound fluoresces at 488/530 nm on GSH beads; hit rate 0.25% among 190,000; AID 1776; fluorescence (KMESF) at 10 µM; GSH beads flow cytometry, compound fluorescence 488/530 nm; hits give high values; in the data active = fluorescence above about 89;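 note: glutathione beads carrying GST-tagged Bcl family fusion proteins plus one bare bead set; values are compound well signal with DMSO vehicle wells as background; inactives centre near 16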
Bim-Bcl-B: inhibitors of Bim-Bcl-B interaction, human. Q9HD36. bead-based flow cytometry, Bim peptide-Bcl-B binding. inhibition, % at 10 µM. hit rate 0.073% among 190,000;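 note: 0% = tracer peptide without compound and 100% = reference inhibitor peptide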
ABCB1 inh: inhibitors of human ABCB1 transporter, ABCG2 counter-screen; AID 1326; hit rate 0.067% among 190,000; P08183; CCRF-Adr cells, JC-1 efflux, flow cytometry; inhibition, % at 6.6 µM; in the data active = inhibition above about 40%;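 note: 0% = vehicle and 100% = reference inhibitor; higher value means more JC-1 retained so stronger ABCB1 efflux block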
RGS8-Gao reg: modulates binding of RGS8 to human Galphao; multiplexed bead flow cytometry; actives lie on both sides; response (percent of control binding), % at 10 µM; P09471; hit rate 0.34% among 220,000; in the data active = response below about 60% or above about 140%; inactive = in between;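 note: Galphao activated as the GDP aluminium fluoride complex binding bead-coupled RGS8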
Bim-Bcl-W: disrupts Bim peptide binding to human Bcl-W. inhibition, % at 10 µM. Q92843. bead-based flow cytometry. hit rate 0.02% among 190,000;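 note: 0% = bound tracer without compound and 100% = peptide blocker; higher means less fluorescent Bim peptide bound to Bcl-W beads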
Target sequence (Q92843 whole entry, looked up): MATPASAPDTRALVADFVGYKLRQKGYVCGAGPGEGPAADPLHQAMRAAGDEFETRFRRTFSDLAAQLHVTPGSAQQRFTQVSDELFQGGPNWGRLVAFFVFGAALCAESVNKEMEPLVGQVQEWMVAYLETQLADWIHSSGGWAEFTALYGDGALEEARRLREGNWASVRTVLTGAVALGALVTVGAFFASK
* hit, by the source's call; ? = inconclusive; [ ] = remark or other dose. Cut-off read from the data, not from the text of the source, unless noted: active = inhibition above about 40%.

SMILES	Bcl-XL Bim block	Bim-Bcl-2	RGS4-Gao reg	ABCG2 inh	Bfl-1 Bim block	RGS7-Gao reg	GSH bead fluor	Bim-Bcl-B	ABCB1 inh	RGS8-Gao reg	Bim-Bcl-W
CCC(C)(C)NC(=O)CN(C(=O)CNS(=O)(=O)c1ccc(C)cc1)c1ccc2c(c1)OCCO2	-7	-13	103	0	-17	107	30	-10	0.1	105	-2
CCC(C(=O)O)n1c(C(F)(F)F)nc2ccccc21 (configuration not stated)	-2	-9	100	1	-9	103	50	-7	0.2	98	-1
CN(C)C(=O)CSc1nnc(Cc2ccc([N+](=O)[O-])cc2)o1	-2	-2	102	5	-6	99	10	-4	0.8	105	-7
Cc1ccccc1OCC(O)CN(CCO)Cc1ccccc1 (configuration not stated)	-4	-4	103	3	-4	104	11	-4	1.6	101	0
NC(=O)c1ccc(-n2nnnc2SCC(=O)Nc2ccc(N3CCOCC3)c(Cl)c2)cc1	-7	-14	98	2	-15	103	26	-11	0.5	99	-2
Nn1c(-c2cccc(Br)c2)n[nH]c1=S	-10	-6	99	35	-6	105	37	-1	1.6	99	-2
CCOC(=O)C(N)CSC1CC(=O)N(c2ccc(C(=O)OC)cc2)C1=O (configuration not stated)	-5	-10	97	24	-20	96	14	-10	1.7	94	-2
CN(C)/C=N/c1c(C#N)cnn1-c1ccc(C(F)(F)F)cn1	-4	-3	61	3	-2	70	23	-5	0.4	70	-6
CCOCc1cn(CC(=O)c2ccc(Cl)cc2)c(C)nc1=N	-3	-9	96	2	-10	100	11	-6	0.1	99	4
Cc1cc(C)c(C(=O)OCCNC(=O)c2cccnc2)cc1C	-8	-7	122	24	-14	184*[activator]	37	-10	0.8	97	0
CCC(=O)Nc1sccc1C(=O)OC	4	0	96	1	0	96	29	-5	0.1	89	1
CS(=O)(=O)N1Cc2ccccc2CC1C(=O)Nc1ccccc1C(N)=O (configuration not stated)	2	1	97	2	0	95	20	0	0.4	96	-1
Nc1c(C(=O)NCCN2CCOCC2)c2nc3ccccc3nc2n1-c1ccc2c(c1)OCO2	-5	-3	93	3	-2	95	18	-8	2.1	98	-6
CCC(C)(C)n1nnnc1C(c1ccc2ncccc2c1)N1CCN(c2nc3ccccc3s2)CC1 (configuration not stated)	-5	-8	103	-1	-7	100	27	-9	1.7	101	-2
CC(C)C(c1nnnn1Cc1ccccc1)N1CCN(Cc2ccco2)CC1 (configuration not stated)	-4	-10	106	2	-11	104	12	-9	1.0	104	3
Cc1ccc(C(=O)CCC(=O)O)cc1	-2	-5	105	1	-10	101	8	0	0.1	103	4
CC1CN(C2CC(C)(C)NC(C)(C)C2)CCC1=O (configuration not stated)	-4	0	89	2	0	87	11	-1	0.9	102	-2
CCOC(=O)c1c(C)c(C(=O)N2CCc3ccccc3C2)c(C)n1CC	0	0	100	0	0	114	16	0	0.2	101	0
CSCCC(NC(=O)OCc1ccccc1)C(=O)O (configuration not stated)	0	5	100	1	0	101	15	-1	0.6	100	-1
C=CCc1ccc(OCC(O)CO)c(OC)c1 (configuration not stated)	-2	-4	103	0	-5	102	9	-2	0.0	103	8
Cc1ccccc1CN1CCN(C/C=C/c2ccccc2)CC1	-6	-8	101	11	-16	102	25	-7	1.7	102	-2
Cc1ccc2nc(SCC(=O)Nc3ccc(C(N)=O)cc3)[nH]c2c1	-3	-2	99	0	-4	100	16	-4	0.1	99	-3
CNC(=O)c1ccc(-n2cccn2)nc1	0	-1	96	5	2	98	13	4	1.3	95	2
COc1ccc(C)cc1-n1c(N)c(C#N)c(C#N)c1-c1ccc(OC)c(OC)c1OC	-8	-9	102	30	-20	99	25	-9	4.0	100	-4
COc1ccc(OCC(=O)NN2Cc3ccccc3C2=N)cc1	3	-6	110	0	-11	108	27	-3	0.3	103	0

Next compounds follow:
SMILES	Bcl-XL Bim block	Bim-Bcl-2	RGS4-Gao reg	ABCG2 inh	Bfl-1 Bim block	RGS7-Gao reg	GSH bead fluor	Bim-Bcl-B	ABCB1 inh	RGS8-Gao reg	Bim-Bcl-W
Cc1ccnc2nc(C(=O)Nc3ccc(N4CCOCC4)cc3)nn12	-7	-10	99	28	-15	98	26	-7	-0.6	99	-3
CCOC(=O)C1(O)CSc2nc3sc(C(=O)O)c(C)c3c(=O)n21 (configuration not stated)	-8	-10	99	9	-16	100	31	-10	0.2	100	0
Cc1occc1C(=O)NNC1=CC(=O)CC(C)(C)C1	-7	-3	101	0	-2	103	9	-7	0.3	102	-3
CCOCCCNC(=O)C1CC(=O)N(C2CCCC2)C1 (configuration not stated)	-2	-2	103	2	2	114	32	0	0.4	91	0
CCOc1ccc(N2C(=O)CC(NCCc3c[nH]c4ccccc34)C2=O)cc1 (configuration not stated)	-1	3	99	-1	5	99	10	0	-1.4	99	-1
COC(=O)c1c(Oc2nc(OC)cc(OC)n2)cccc1Oc1nc(OC)cc(OC)n1	-3	-2	95	4	0	99	9	-5	0.6	98	-3
COc1ccc(OC)c(C2NC(=S)NC3=C2N2CCC3CC2)c1 (configuration not stated)	-2	-7	98	1	-5	97	17	-17	0.5	97	-1
O=C(CSc1nc2[nH]ncc2c(=O)n1-c1ccccc1)NCCc1ccccc1	-1	0	104	3	0	98	65	-1	0.2	101	0
O=c1c(C/C=C/c2ccccc2)c(O)nc2n1CCCS2	-2	0	99	2	-3	97	9	3	0.2	96	0
CN1CCc2c(sc(N)c2C(=O)O)C1	-2	0	101	3	5	?	12	-13	1.2	99	-2
CC(C)(C)CN1CCNC(=O)C1CC(=O)N1CCC(C(=O)N2CCOCC2)CC1 (configuration not stated)	-1	-2	97	0	0	96	25	0	0.0	103	2
CN(C)CC/C=C1\c2cc(F)ccc2CSc2ccccc21	-4	-3	109	1	0	106	4	-5	0.2	107	0
Cc1sc(NC(=S)Nc2ccc(F)cc2)c(C(N)=O)c1C	-3	-4	103	-2	0	106	13	-10	-0.7	112	-3
O=C(CC12CC3CC(CC(C3)C1)C2)N/N=C\c1ccc[nH]1	0	6	103	0	2	96	10	0	0.0	100	0
O=P(Cc1ccccn1)(c1ccccc1)c1ccccc1	0	-9	98	1	-7	99	15	-3	4.1	103	0
Clc1cccc2c1CCN(Cc1nc(-c3cnccn3)no1)C2	-1	-3	101	1	-2	?	13	-4	0.1	103	-2
Cc1nn(-c2ccccc2)c(C)c1CCC(=O)O	-3	-9	102	11	-12	102	23	-4	-0.3	100	3
Cc1ccc(S(=O)(=O)CCc2nc3ccccc3s2)cc1	-8	-1	100	1	2	102	12	-14	0.3	101	-6
Cc1ccc(C(=O)NNC(=O)CSc2nnc3c(n2)[nH]c2ccc(C)cc23)cc1	-8	2	99	1	0	105	8	3	0.1	105	0
CC(=O)Nc1c(NC(C)C)c2ccccc2oc1=O	0	0	101	3	-1	99	22	0	1.0	101	0
CCOC(=O)c1sc(NC(=O)c2ccc3ncsc3c2)nc1C	0	2	101	2	4	103	11	2	-0.2	99	-1
COC(=O)c1ccccc1S(=O)(=O)N(Cc1cc2ccc(OC)cc2[nH]c1=O)CC1CCCO1 (configuration not stated)	-5	-4	100	7	-10	101	35	-8	0.6	100	1
O=C(NCc1ccccc1)C(=O)NCC1OCCN1S(=O)(=O)c1ccc2c(c1)OCCO2 (configuration not stated)	-5	-1	102	10	-3	101	17	-8	1.3	104	-5
CCOc1ccc(/C(O)=C2\C(=O)C(=O)N(c3cc(C)on3)C2c2ccccc2OC)cc1 (configuration not stated)	0	0	142	7	-1	138	15	1	0.2	116	1
O=C(Cn1c(C(F)(F)F)nc2ccccc21)c1ccccc1	0	-1	104	4	0	101	22	0	0.9	102	0

(listing goes on)
SMILES	Bcl-XL Bim block	Bim-Bcl-2	RGS4-Gao reg	ABCG2 inh	Bfl-1 Bim block	RGS7-Gao reg	GSH bead fluor	Bim-Bcl-B	ABCB1 inh	RGS8-Gao reg	Bim-Bcl-W
Cc1ccc(C2CC(C(F)(F)F)n3nc(C(=O)Nc4c(C)n(C)n(-c5ccccc5)c4=O)cc3N2)cc1 (configuration not stated)	-3	-3	93	8	-7	95	24	-8	0.1	97	-4
COc1ccc(NC(=S)NNC(=O)CCn2cc([N+](=O)[O-])cn2)cc1	-4	-1	98	-1	-4	102	14	-21	-0.1	99	-1
CN(c1ccccc1C(=O)O)S(C)(=O)=O	-4	1	102	1	-9	98	6	0	0.0	102	4
COc1ccc(-c2nc3c(c(=O)[nH]c(=O)n3Cc3ccccc3)n2C)cc1	-6	-10	93	61	-21	96	24	-10	1.5	98	-2
CNS(=O)(=O)c1ccc(NC(=O)C(CCSC)NC(N)=O)cc1 (configuration not stated)	3	0	92	2	3	93	16	2	1.2	84	5
COCCSc1nnc(NC(=O)C2CC(=O)N(c3ccc(Cl)cc3)C2)s1 (configuration not stated)	1	4	99	6	8	103	18	3	1.0	95	7
O=C(Cc1ccsc1-c1ccccc1)NO	0	-1	99	0	0	100	23	-1	0.1	98	0
O=C(c1cc2cc(Br)ccc2o1)N1CCOCC1	-1	-5	103	1	-5	103	16	-5	0.4	100	-2
O=C(O)CC1(Cc2nc(-c3cccs3)no2)CCCC1	-3	-7	99	3	-11	99	27	-5	0.6	100	2
COc1ccc(-n2c3nc4ccccc4nc3c3c(=N)oc(C)nc32)cc1	-3	-12	106	5	-1	103	13	-8	0.1	105	0
CCn1c(CCNC(=O)c2ccc(OC)cc2)nnc1SCC(=O)Nc1ccccc1F	0	1	102	16	6	94	18	4	-0.3	100	3
CC1CCCN(C2=NC(=O)/C(=C/c3cn(-c4ccccc4)nc3-c3cccc(S(=O)(=O)N(C)C)c3)S2)C1 (configuration not stated)	-5	-3	100	45	-13	98	34	-12	18	100	0
Cc1cccc(C)c1OCC(=O)N/N=C/c1cc2c(cc1[N+](=O)[O-])OCO2	-5	-5	99	24	0	103	11	-2	1.4	100	-3
CC(Oc1cc(C(F)(F)F)cc(C(F)(F)F)c1)C(=O)NC(N)=O (configuration not stated)	-2	0	140	2	-1	114	10	-2	0.9	112	-2
CCCC(CCC)C(=O)Oc1cc(C)[nH]c(=O)c1[N+](=O)[O-]	-2	-3	104	2	-2	105	10	1	0.2	106	1
CN1CCN(C2=C(Cl)C(=O)N(C3CCCCC3)C2=O)CC1	-3	-6	105	6	-12	103	13	-11	0.2	103	0
C/C(CC1(O)C(=O)N(Cc2ccccc2)c2ccccc21)=N\O (configuration not stated)	-10	-6	99	-1	-6	98	51	-2	-0.7	99	-1
O=C(C(=O)N1CCN(c2ccc(F)cc2)CC1)N1CCCCC1	-2	-4	96	2	-6	?	15	-7	0.5	98	1

Screening results from PubChem.
